Screening results (PubChem)
HTR1A agonist: activates the human 5-HT1a serotonin receptor. P08908. CHO 5-HT1a Ga15 NFAT-bla reporter, FRET ratio; 0% basal, 100% maximal reference agonist. activation, % at 10 µM. 65,000 compounds, 0.56% hits;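 active = activation above the screen-wide mean activation plus 3 SD, cut at about 19% in these data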;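 also: 0% = DMSO wells and 100% = 5-CT at EC100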
Target sequence (P08908 whole entry, looked up): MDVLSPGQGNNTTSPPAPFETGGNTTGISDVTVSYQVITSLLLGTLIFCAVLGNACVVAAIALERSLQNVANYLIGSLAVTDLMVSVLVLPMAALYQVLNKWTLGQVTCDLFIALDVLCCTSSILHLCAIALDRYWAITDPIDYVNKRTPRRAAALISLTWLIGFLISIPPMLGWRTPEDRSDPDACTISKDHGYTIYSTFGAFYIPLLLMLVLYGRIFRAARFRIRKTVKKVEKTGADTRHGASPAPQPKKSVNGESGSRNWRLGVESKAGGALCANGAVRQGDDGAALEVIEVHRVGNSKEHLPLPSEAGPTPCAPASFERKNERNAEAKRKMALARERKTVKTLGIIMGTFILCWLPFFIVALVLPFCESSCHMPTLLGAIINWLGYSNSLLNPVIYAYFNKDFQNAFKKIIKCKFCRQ
DUSP1 inh: human dual specificity phosphatase 1 inhibition. P28562. recombinant MKP-1, OMFP hydrolysis fluorescence. inhibition, %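 (compounds tested at a single concentration somewhere between 10 and 100 µM)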. 65,000 compounds, 0.15% hits. AID 374;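 active = inhibition above about 50%, limit read from the data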;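 also: 0% = DMSO max control wells and 100% = wells with enzyme stopped by NaOH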
Target sequence (P28562 whole entry, looked up): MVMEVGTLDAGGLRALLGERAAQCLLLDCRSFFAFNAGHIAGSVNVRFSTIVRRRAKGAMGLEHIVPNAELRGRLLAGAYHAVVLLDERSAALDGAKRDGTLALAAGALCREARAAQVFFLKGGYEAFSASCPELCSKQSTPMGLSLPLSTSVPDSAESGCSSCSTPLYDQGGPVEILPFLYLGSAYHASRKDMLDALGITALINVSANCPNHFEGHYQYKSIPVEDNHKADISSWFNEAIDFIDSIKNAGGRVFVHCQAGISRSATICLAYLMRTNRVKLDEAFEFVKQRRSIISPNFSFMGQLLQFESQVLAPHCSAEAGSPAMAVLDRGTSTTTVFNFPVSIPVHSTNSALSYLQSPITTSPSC
FXIIa inh mix: factor XIIa (human) inhibition, mixture screen. P00748. purified FXIIa, fluorogenic substrate, pooled mixtures. inhibition, % at 5 µM. 62,000 compounds, 0.2% hits. AID 684;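 also: 0% = enzyme without compound and 100% = no enzyme blank; some results filed as inactive read as strong as hits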
Cathepsin G inh: cathepsin G (human) inhibition; P08311; purified enzyme, AMC-tetrapeptide fluorescence, pooled mixtures; inhibition, % at 5 µM (by protocol); 62,000 compounds, 0.2% hits; AID 581;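 active = inhibition above 20% in each of the two mixture wells holding the compound; inactive = inhibition of 20% or less in either well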;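 also: 0% = enzyme control without mixture and 100% = blank lacking enzyme; strong numbers were not always called active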
Target sequence (P08311 21-244 limits assumed): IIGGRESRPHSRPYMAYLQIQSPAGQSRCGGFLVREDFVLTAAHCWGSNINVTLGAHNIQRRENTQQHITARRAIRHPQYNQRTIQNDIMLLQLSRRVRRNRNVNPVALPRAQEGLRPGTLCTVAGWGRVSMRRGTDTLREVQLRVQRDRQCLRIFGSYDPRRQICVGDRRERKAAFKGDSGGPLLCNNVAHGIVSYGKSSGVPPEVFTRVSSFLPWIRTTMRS
Cdc25B inh: human M-phase inducer phosphatase 2 inhibition. inhibition, %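 (compounds tested at 10 µM final in the well)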. AID 368. P30305. 65,000 compounds, 0.1% hits. recombinant Cdc25B, OMFP fluorescence Ex485/Em525; in the data active = inhibition above about 50%
FXIa inh mix: blocks human factor XIa in pooled compound mixtures; 62,000 compounds, 0.19% hits; purified FXIa, fluorogenic substrate; AID 680; P03951; inhibition, % at 5 µM;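 also: each value is inhibition by a whole ten-compound pool holding the compound; 0% = enzyme with no mixture and 100% = wells lacking enzyme; strong numbers were not always called active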
Hsp90 block: displaces geldanamycin probe from tumor Hsp90; P07900; NCI-N417 lysate Hsp90, Cy3B-geldanamycin FP displacement; inhibition, % at 30 µM; 64,000 compounds, 0.35% hits; AID 429;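 active = inhibition above 50%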;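 also: 0% = tracer plus lysate wells and 100% = tracer alone without lysate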
C1s block: human complement C1s inhibition. purified C1s, fluorogenic AMC substrate, pooled mixtures. mean inhibition % of two 10-compound mixtures (active compounds read high), % at 5 µM (by protocol). 62,000 compounds, 0.16% hits. AID 538;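 active = inhibition above 20% in each of the two 10-compound mixture wells holding the compound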;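 also: 0% = enzyme wells lacking compound mixture and 100% = no-enzyme blank wells; some compounds called inactive have numbers as strong as hits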
CatL block: blocks human cathepsin L protease activity; P07711; purified cathepsin L, fluorogenic substrate, fluorescence; inhibition, %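 (tested at 10 µM)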; 58,000 compounds, 0.17% hits; in the data active = inhibition above about 45%;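 also: 0% = enzyme with no compound and 100% = no enzyme blank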
Numbers without * were called inactive; . = not tested or not shown. Rule as the data show it, unless noted: active = inhibition above about 20% (passing the limit was not always enough); inactive = the rest.

Below each SMILES – DUSP1 inh	FXIIa inh mix	FXIa inh mix	C1s block	Cdc25B inh	Cathepsin G inh	Hsp90 block	CatL block	HTR1A agonist
1) CNc1nc(C)c(C(=O)OCC(=O)OC)s1
  8	-10	1	12	0	9	0	11	-1.1
2) CCOC(=O)N(Cc1ccccc1)C(C(=O)O)C(C(=O)O)N(Cc1ccccc1)C(=O)OCC (configuration not stated)
  14	5	-5	-16	0	-5	-4	25	-3.6
3) CC12CCC(C(=O)NCc3cccnc3)(OC1=O)C2(C)C (configuration not stated)
  3	-6	1	4	-3	10	0	16	-2.0
4) COC(=O)c1cccc(NC(=O)c2nn(C(C)C)c(=O)c3ccccc23)c1
  7	-5	-2	-2	-11	-2	-4	19	-2.2
5) COc1ccccc1NS(=O)(=O)c1cccc2cccnc12
  -2	1	-4	1	-12	10	-5	.	0.8
6) COc1cc(C2C(C#N)=C(N)Oc3n[nH]c(-c4ccncc4)c32)cc(OC)c1OC (configuration not stated)
  0	-8	11	12	-2	5	-2	2	-1.4
7) Cc1cc2ncn(CC(O)COc3cccc(C(=O)O)c3)c2cc1C (configuration not stated)
  1	11	-11	-110	-1	-10	3	13	0.4
8) Cc1ccc(C)c(NC(=O)c2ccccn2)c1
  -1	8	9	-32	-6	22	0	4	-4.3
9) O=c1c2ccccc2nnn1CSc1nnc2ccccn12
  -1	-17	22	16	-19	18	-4	.	-0.8
10) Oc1cc(NCc2cccnc2)ccc1-c1nc2ccccc2o1
  9	4	6	-7	-11	2	-4	-8	-1.0
11) Cc1csc(Cn2c(CN(C)C)nc3ccccc3c2=O)n1
  2	6	12	2	-11	7	-5	-31	-1.4
12) COCCN(C(=O)c1ccccc1)c1nnc(-c2cccnc2)s1
  -13	-13	1	-9	0	1	-2	-7	-2.7
13) CS(=O)(=O)N(CC(=O)N1CCCCC1)c1sc2c(c1C#N)CCCC2
  2	10	0	-10	-17	-7	-3	13	0.9
14) COc1ccc(S(=O)(=O)NCc2ccco2)c2ccccc12
  7	11	3	-4	-8	0	-7	-2	-0.5
15) CCOC(=O)C1CCCN(Cc2ccc(O)c(OC)c2)C1 (configuration not stated)
  -8	12	-9	-42	-4	-13	2	.	-0.9
16) O=C(Cn1cnc2c(nnn2Cc2ccc(F)cc2)c1=O)NC1CCCC1
  1	7	2	8	3	11	2	3	0.6
17) CC(c1ccccc1F)n1cc(C(=O)NCc2ccncc2)nn1 (configuration not stated)
  10	2	3	-42	-16	-11	.	0	-2.3
18) CC(C)CN(CC(C)C)S(=O)(=O)N1CCC(C(=O)NCc2ccccn2)CC1
  21	3	11	17	-8	8	-3	12	-4.2
19) COc1cccc(NC(=O)CSc2nc(N)cc(N)n2)c1
  13	-4	8	12	-8	6	-7	-1	-1.4
20) CC(C)(C)NC(=O)/C=N/O
  -41	-20	7	-5	20	11	-2	5	0.4
21) CC1(C)CC(=O)C(C=NCCN2CCNC2=O)=C(O)C1
  -8	7	4	-14	-20	8	-6	13	0.8
22) Cn1c(=NC(=O)C2CCN(S(=O)(=O)c3cccs3)CC2)sc2ccccc21
  30	1	2	-9	-4	-7	-1	-2	3.0
23) Cc1ccccc1NC(=O)CCC(=O)OCCCC(F)(F)C(F)(F)F
  -12	4	0	8	3	10	-3	16	-1.2
24) OC(c1ccc(Cl)cc1Cl)C(Cc1cccnc1)n1cncn1 (configuration not stated)
  12	-20	0	-41	5	-11	3	-8	-3.4
25) Cc1nn(-c2ccccc2)c2c1C(c1cccnc1)N1C=C(S(=O)(=O)N3CCCCC3)C=CC1=N2 (configuration not stated)
  21	0	2	-3	-18	6	.	.	0.3
26) CC1(C)CC(=O)C2=C(C1)Oc1ncn(CCCn3ccnc3)c(=N)c1C2c1ccccc1 (configuration not stated)
  28	16	-14	-35	4	-2	-1	10	0.0
27) COc1cc(C(=O)Nc2cc(C)ccn2)cc(OC)c1OC
  -6	2	5	12	-9	10	0	0	-1.5
28) O=C(CSc1ncccn1)NCc1ccccc1
  3	-13	0	-5	1	-3	-4	6	-0.8
29) O=C(CN1C(=O)C2CC=CCC2C1=O)Nc1ccc(-c2nnc3n2CCCCC3)cc1 (configuration not stated)
  23	1	-2	32	8	10	-1	12	-0.4
30) CC1CCC(NC(=O)C2c3ccccc3C(=O)N2CCCN2CCOCC2)CC1 (configuration not stated)
  12	-14	-2	-43	-4	-11	-3	7	-1.1
31) CCCc1nc2oc3c(NCC4CCCO4)ncnc3c2c2c1COC(C)(C)C2 (configuration not stated)
  27	5	-2	3	10	2	0	-5	0.6
32) O=C(COc1ccccc1)Nc1ccc(S(=O)(=O)N2CCCC2)cc1
  3	14	26	2	-2	38	-4	.	-0.8
33) NC(=O)c1oc2ccc(Cl)cc2c1N
  19	3	-1	-8	1	-1	-1	-8	2.1
34) O=C(NC(C(=O)c1ccccc1)n1ccc(=O)[nH]c1=O)c1ccccc1 (configuration not stated)
  9	-4	10	13	-2	11	0	10	-0.7
35) CC(=O)Nc1ccccc1OCC(=O)c1cc(C)n(Cc2cccs2)c1C
  5	-16	6	2	-25	1	0	1	-1.0
36) O=C(Nc1nc(-c2ccco2)cs1)c1ccccc1
  -7	4	6	12	-8	13	-9	.	0.2
37) Cc1ccc(-n2nc(C)c3c2OC(N)=C(C#N)C3c2ccc(F)cc2)cc1 (configuration not stated)
  -4	-21	2	11	1	12	0	-6	-3.4
38) CC1OC2C(OC1C)N(S(C)(=O)=O)CCN2S(C)(=O)=O (configuration not stated)
  9	6	7	6	-4	11	-3	-3	-2.8
39) O=C(CSc1ccccn1)Nc1ccc(Br)cn1
  5	3	0	-21	-12	-7	-1	14	3.1
40) Cc1cc(N)n2nc(-c3ccccc3)cc2n1
  7	11	9	-4	-3	9	-3	9	.
41) CCCCCCn1c(SCCN2CCOCC2)nc2c1c(=O)[nH]c(=O)n2C
  -6	.	.	.	-4	.	-5	11	2.7
42) COc1ccc(NC(=O)Cc2cccs2)c(OC)c1
  6	2	8	12	-9	7	-1	18	-2.0
43) C=CCN=C1CC(C)(C)CC(=O)/C1=C(/O)CCC(=O)OC
  6	-14	0	-51	-7	-4	-3	-10	0.0
44) COC(=O)[C@@H](NC(=O)Nc1ccc2c(c1)OCCO2)C(C)C
  24	1	6	19	-4	11	-2	-10	-2.9
45) O=C(CCn1c(=O)oc2ccccc21)NCc1cccs1
  4	.	.	.	4	.	-3	.	-0.3
46) CCCc1cc(C(=O)NCc2ccco2)no1
  14	9	19	12	-2	47	-6	-9	-1.6
47) O=C(C1CCN(S(=O)(=O)c2ccc3ccccc3c2)CC1)N1CCN(c2ncccn2)CC1
  13	2	1	-12	-6	-10	-1	10	1.8
48) CCCCNC(=O)c1cc2c(=O)n3cccc(C)c3nc2n1C
  7	5	-8	-44	-4	-5	-3	-22	-1.8
49) Cc1csc2nc(CNS(=O)(=O)c3ccc(-c4ccccc4)cc3)cn12
  13	11	8	-32	-2	-4	-1	.	-1.4
50) CSc1nn(CCc2ccncc2)c(=S)s1
  6	-20	8	15	-22	11	-5	3	-1.0
51) CCOC(=O)CS(=O)(=O)c1ccc2ccccc2c1
  -6	-2	4	3	10	0	-3	-2	1.1
52) c1ccc(CCc2nn3c(Cn4cnc5ccccc54)nnc3s2)cc1
  5	16	5	-2	-12	3	-1	-10	-2.9
53) c1cnc(Oc2ccc3oc4ccccc4c3c2)nc1
  6	4	8	1	-3	12	-3	9	-2.1
54) COc1cccc(-n2nnc3c(=O)n(Cc4c(F)cccc4Cl)cnc32)c1
  13	.	.	.	-7	.	-1	.	1.0
55) COC(=O)C1=C(C)NC(=O)C1(NC(=O)c1cccnc1)C(F)(F)F (configuration not stated)
  13	5	14	10	-3	12	2	6	-2.2
56) COc1cc(OC)c(-c2nnc(-c3ccc(OC)c(OC)c3OC)o2)cc1OC
  2	-6	-6	-20	-6	13	-3	-62	1.2
57) O=C(NC(Cc1c[nH]c2ccccc12)c1nnc2n1CCCCC2)c1cccs1 (configuration not stated)
  1	-2	10	2	-1	2	2	.	3.9
58) O=C(CN1C(=O)NC2(CCc3ccccc32)C1=O)c1ccc2c(c1)OCCO2 (configuration not stated)
  -4	17	4	14	-5	12	-6	16	1.6
59) COc1ccc(NC(=O)Cn2cnc3c(cnn3-c3ccc(C)c(C)c3)c2=O)c(OC)c1
  26	4	10	-18	-7	-1	2	3	-1.1
60) Cc1oc2ccc(OCC(N)=O)cc2c1C(=O)OC(C)C
  10	7	0	-16	1	-5	1	-2	-1.7

From no. 58 up to 60, as listed above:
Below each SMILES – DUSP1 inh	FXIIa inh mix	FXIa inh mix	C1s block	Cdc25B inh	Cathepsin G inh	Hsp90 block	CatL block	HTR1A agonist
58) O=C(CN1C(=O)NC2(CCc3ccccc32)C1=O)c1ccc2c(c1)OCCO2 (configuration not stated)
  -4	17	4	14	-5	12	-6	16	1.6
59) COc1ccc(NC(=O)Cn2cnc3c(cnn3-c3ccc(C)c(C)c3)c2=O)c(OC)c1
  26	4	10	-18	-7	-1	2	3	-1.1
60) Cc1oc2ccc(OCC(N)=O)cc2c1C(=O)OC(C)C
  10	7	0	-16	1	-5	1	-2	-1.7

(listing goes on)
Below each SMILES – DUSP1 inh	FXIIa inh mix	FXIa inh mix	C1s block	Cdc25B inh	Cathepsin G inh	Hsp90 block	CatL block	HTR1A agonist
61) CCCNC(=O)CCC(NS(=O)(=O)c1ccc(C)cc1)C(=O)NCCC (configuration not stated)
  -1	3	-11	-68	-5	0	-7	.	-2.8
62) CCN1CCN(CC(=O)Nc2ccc(C)cc2C)C(=O)C1=O
  -4	5	-5	-34	1	5	0	.	-0.6
63) CC(=O)C(Sc1ccc2nnc(-c3ccncc3)n2n1)C(C)=O
  -1	8	4	4	3	9	-2	0	-3.1
64) COc1ccc(CCNC(=O)CSc2nc(C)nc3c2oc2ccccc23)cc1OC
  5	0	0	-19	-4	5	-3	22	-0.2
65) CCCCCn1c(CN2CCN(c3cccc(Cl)c3)CC2)nc2c1c(=O)n(C)c(=O)n2C
  30	7	11	-9	1	-4	-7	-15	10
66) Cc1ccc(N2CC(C(=O)Nc3ccc(S(=O)(=O)N4CCOCC4)cc3)CC2=O)cc1 (configuration not stated)
  13	0	0	0	9	-7	-4	-19	-3.2
67) Cc1ccc2cccc(O)c2[n+]1[O-]
  -16	7	17	-7	-4	-4	8	7	-3.4
68) O=C1CCCN1CCCNc1ccc(S(=O)(=O)N2CCCCC2)cn1
  6	14	3	-5	-4	4	-3	-1	-1.0
69) CC(=O)Nc1cccc(NC(=O)CCCC(=O)O)c1
  4	7	3	4	2	10	8	.	-3.0
70) O=C(COc1ccc(Br)cc1)Nc1ccc(-c2nnc(-c3ccco3)o2)cc1
  12	1	4	-16	-7	-9	-2	6	-1.2
71) O=C(CSc1nnc(-c2cccnc2)n1CCc1ccccc1)N1CCCCC1
  43	6	3	5	3	29	-1	19	0.1
72) O=C(NCCc1ccccc1)C1CCCN(S(=O)(=O)c2cnc[nH]2)C1 (configuration not stated)
  7	2	0	-2	-6	3	-4	.	-3.5
73) CC(C)(C)NC(=O)C(Cc1ccccc1)NS(=O)(=O)c1cccc2nsnc12 (configuration not stated)
  -2	1	-6	4	-6	3	-2	8	-2.7
74) CCn1cc(SCC(N)=O)c2ccccc21
  4	0	2	-2	-11	0	-5	.	-0.9
75) CN1CC2CCCC3(C1)C(=O)NC1(CCCCC1)N=C23 (configuration not stated)
  2	4	2	-17	-13	-9	0	4	-4.0
76) COc1ccc(NC(=O)C2CCCNC2)cc1OCC(C)C (configuration not stated)
  8	5	2	1	1	6	-1	.	0.8
77) O=C(O)CSc1nnc(-c2ccccc2)o1
  11	-2	-6	-33	-14	4	-2	19	-1.9
78) N#Cc1c2c(c(N3CCN(CCO)CC3)n3c1nc1ccccc13)CCCC2
  -6	2	1	-19	7	2	-4	10	2.2
79) c1ccc(-c2nc3ccccc3o2)nc1
  17	5	9	11	-7	7	-4	1	-0.5
80) O=C(NCCc1c[nH]c2ccccc12)c1ccc(S(=O)(=O)NCc2ccco2)cc1
  8	5	-6	-2	-7	8	-4	4	1.4
